RGS4 pot: potentiators or activators of RGS4; AID 463111; hit rate 0.92% among 310,000; B-score at 10 µM; HEK293 M3R/inducible RGS4, carbachol calcium flux Fluo4; hits give low values;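 active = B-score of the integrated calcium signal more than 4 SD below the library mean, with starting fluorescence not abnormally high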;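 also: negative B-score means reduced calcium response which marks RGS4 activation or potentiation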
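Detection: kinetic calcium fluorescence imaging with Fluo4-AM dye, 2 µM / Material: HEK293 cells with stable M3R and inducible RGS4 / Schedule: recording 10 s baseline at 1 Hz, 100 s post-agonist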
PolyA inh: blocks polyadenylation in yeast reporter cells; S. cerevisiae SKY197-pL101 polyadenylation reporter, beta-gal luminescence; efflux-impaired pdr1/pdr3 knockout yeast; score 100 = 6 SD above DMSO; calls only at 12 µM; hit rate 0.02% among 300,000; AID 1875;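 active = lowest replicate activity score at least 50, where 100 means six control SD above control mean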;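 also: yeast exposed to compound for 9 h at 30 °C; higher score means more reporter readthrough which indicates perturbed polyadenylation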
RGS4 inh: inhibitors of human RGS4. HEK293 M3R/RGS4 inducible, Fluo-4 calcium flux; hits give high values; triggered by carbachol at its EC20. hit rate 0.45% among 310,000. AID 463165. P49798. B-score at 10 µM;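 active = B-score, a plate-corrected calcium signal, over three deviations above library mean, with baseline fluorescence within five deviations of library mean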;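 also: RGS4 expression induced by doxycycline in cells with stable M3 receptor; B-score is computed from the integrated fluorescence ratio over baseline after carbachol; higher B-score means a larger calcium signal and so more RGS4 inhibition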
hERG protect: shields human hERG channel from block by proarrhythmic agents. hit rate 0.51% among 310,000. activation (rescue from dofetilide block), less the hit threshold, % at 10 µM. Q12809. CHO-hERG, FluxOR thallium flux, dofetilide IC70 present;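 active = activation above the mean of controls blocked by dofetilide plus 5 SD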;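 also: thallium influx through hERG after potassium depolarization seen as dye fluorescence rise; in these data hits start at about 4.7%; inactives centre near -7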
KCNK9 block: blocks the human KCNK9 two-pore domain potassium channel. B-score at 10 µM. hit rate 1.2% among 310,000. HEK293 KCNK9, FluxOR thallium flux fluorescence; hits give low values. Q9NPC2;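 active = ratio B-score over 3 SD below the library mean, with starting fluorescence within 5 SD of its mean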;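 also: negative B-score means less thallium flux so channel inhibition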
Target sequence (Q9NPC2 whole entry, looked up, the tested form may be a part): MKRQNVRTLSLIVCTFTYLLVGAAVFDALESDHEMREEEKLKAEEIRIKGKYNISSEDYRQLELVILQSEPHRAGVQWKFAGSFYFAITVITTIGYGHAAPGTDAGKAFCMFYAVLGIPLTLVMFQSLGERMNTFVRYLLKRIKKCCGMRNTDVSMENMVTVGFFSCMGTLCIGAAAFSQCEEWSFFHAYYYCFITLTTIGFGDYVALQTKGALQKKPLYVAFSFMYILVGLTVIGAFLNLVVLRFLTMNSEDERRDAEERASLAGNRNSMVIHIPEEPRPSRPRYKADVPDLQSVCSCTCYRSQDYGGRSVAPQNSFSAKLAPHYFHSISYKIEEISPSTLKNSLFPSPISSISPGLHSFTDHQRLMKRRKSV
KCNQ1 block: inhibitors of human KCNQ1 potassium channel; P51787; CHO-K1 KCNQ1, FluxOR thallium flux fluorescence; hits give high values; hit rate 1.3% among 310,000; B-score at 10 µM;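 active = compounds whose thallium flux B-score, printed positive for inhibition, exceeds three library SD while starting fluorescence stays within three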;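 also: channel opened by potassium depolarization with thallium stimulus after 20 min compound exposure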
GSK3 alpha inh: human GSK-3 alpha kinase inhibition | inhibition, % at 10 µM | ADP-Glo luminescence, 60 min | P49840 | AID 2650 | hit rate 0.1% among 320,000;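 in the data active = inhibition above about 50%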;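 also: GST-tagged GSK-3 alpha with peptide substrate and 25 µM ATP; 0% = DMSO neutral wells and 100% = GW8510 positive control wells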
Target sequence (P49840 whole entry, looked up): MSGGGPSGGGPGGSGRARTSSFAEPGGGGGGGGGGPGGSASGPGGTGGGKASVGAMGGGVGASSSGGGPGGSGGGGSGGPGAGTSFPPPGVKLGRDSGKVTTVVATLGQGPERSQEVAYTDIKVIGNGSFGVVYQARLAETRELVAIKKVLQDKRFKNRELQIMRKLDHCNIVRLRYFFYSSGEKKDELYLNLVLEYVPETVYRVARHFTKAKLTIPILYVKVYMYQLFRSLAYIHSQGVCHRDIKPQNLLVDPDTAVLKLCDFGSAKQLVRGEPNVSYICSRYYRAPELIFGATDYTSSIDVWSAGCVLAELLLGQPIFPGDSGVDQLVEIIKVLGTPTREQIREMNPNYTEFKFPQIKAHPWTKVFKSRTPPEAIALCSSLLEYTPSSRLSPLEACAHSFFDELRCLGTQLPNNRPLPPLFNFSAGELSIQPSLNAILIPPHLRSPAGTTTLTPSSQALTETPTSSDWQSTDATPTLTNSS
GSK3B inh: blocks human GSK3beta kinase activity. P49841. GST-GSK3beta kinase, ADP-Glo luminescence, 60 min; hits give low values. activity score (negative = inhibition), % at 10 µM. hit rate 0.038% among 300,000. AID 2097;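 active = more than half of replicate wells score below -50%, meaning over 50% inhibition versus plate controls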;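 also: 0% = median DMSO wells and -100% = median GW8510 positive control wells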
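Assay system: GST-fused GSK3beta enzyme, cell-free / Medium: Tris pH 7.5 buffer with MgCl2, DTT, BSA, heparin / Also added: peptide substrate plus 25 µM ATP (final) / Compound: 10 µM single point / Timing: kinase reaction with compound 60 min at room temperature / Detection: ADP-Glo luminescence / Benchmarks: DMSO neutral wells and GW8510 at 20 µM as positive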
KCNQ1 pot: potentiators or activators of human KCNQ1 potassium channel | AID 2648 | CHO-K1 KCNQ1, thallium flux FluxOR fluorescence; hits give high values | P51787 | hit rate 0.35% among 310,000 | B-score at 10 µM;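 active = fluorescence ratio B-score, a plate-corrected score, at least three library SD, with initial intensity B-score within 5 SD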
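assay system = KCNQ1-transfected CHO-K1 cells | medium = assay buffer with matched DMSO | probe or stimulus = depolarizing K+/Tl+ stimulus, K2SO4 and Tl2SO4 each 12.5 mM in 5x stock | dosing = single dose | incubation = dye 90 min, compound 20 min, room temperature | detection = kinetic FluxOR fluorescence, 10 s baseline plus 110 s post-stimulus | evaluation = ratio B score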
Dyrk1A ADPGlo: inhibitors of rat Dyrk1A kinase; hit rate 0.43% among 310,000; inhibition, % at 12.5 µM; Q63470; ADP-Glo luminescence, NFATc1 peptide; in the data active = inhibition above about 50%;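 also: plate controls were vehicle with enzyme for no effect and no enzyme for full effect; many of its hits are not listed in these tables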
KCNK3 block: human KCNK3 channel inhibition, primary screen | O14649 | AID 602410 | B-score at 10 µM | hit rate 0.84% among 340,000 | CHO-KCNK3 thallium flux, FluxOR fluorescence; hits give low values;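 active = B-score under library mean minus 4 SD, starting fluorescence ratio at most library mean plus 5 SD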;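 also: more negative B-score means stronger inhibition of thallium flux through KCNK3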
* hit, by the source's call; i = inactive; nt = not tested or not shown. Only part of the results is shown, so the mix of outcomes need not match the whole.

The line under a structure holds: RGS4 pot	PolyA inh	RGS4 inh	hERG protect	KCNK9 block	KCNQ1 block	GSK3 alpha inh	GSK3B inh	KCNQ1 pot	Dyrk1A ADPGlo	KCNK3 block
> CC(NC(=O)[C@H](C)NC(=O)c1ccco1)c1ccc(S(N)(=O)=O)cc1 (stereo partly drawn)
  i	i	i	-4	i	i	-1	4	i	5	i
> Cn1c(Cn2nnc3ccccc32)nnc1SCC(=O)c1ccccc1F
  i	i	i	-3	i	i	0	1	i	-6	i
> Cc1nc2sc(C(c3ccc(Cl)cc3)N3CCN(c4ccccc4F)CC3)c(O)n2n1 (stereo not drawn)
  i	i	i	-6	i	i	-2	1	i	2	i
> CN(C)c1nnnn1Cc1ccccc1
  i	i	i	-4	i	i	-1	0	i	2	i
> COC(=O)c1ccccc1-n1c(CCC(=O)O)ccc1-c1ccccc1
  i	i	i	-5	i	i	-4	2	i	1	i
> NC(=O)c1ccccc1NC(=O)c1ccc2c(c1)OCO2
  i	i	i	-3	i	i	2	3	i	33	i
> COc1ccc(S(=O)(=O)Cc2ccc(C(=O)NCCc3cc(OC)ccc3OC)o2)cc1
  i	i	i	-8	i	i	-3	-2	i	-6	i
> C=CCC1(C)C(=O)N(c2ccccc2)c2ccccc21 (stereo not drawn)
  i	i	i	-4	i	i	8	4	i	-10	i
> COc1ccc(C)cc1NC(=O)CN1C(=O)COc2ccc(C)cc21
  i	i	i	3	i	i	0	2	i	7	i
> Cc1ccc(NC(=S)c2ccncc2)cc1
  i	i	i	-4	i	i	3	-4	i	14	i
> CCC(=O)N(Cc1ccco1)Cc1cc2cc3c(cc2[nH]c1=O)OCO3
  i	i	i	-4	i	i	-1	6	i	nt	i
> Cc1[nH]c2ccccc2c1/C=N/NC(=O)c1cc(C(C)C)[nH]n1
  i	i	i	-7	i	i	0	2	i	nt	i
> c1ccc(Nc2nc(N3CCCC3)nc(N3CCOCC3)n2)cc1
  i	i	i	-9	i	i	0	-3	i	17	i
> Cc1ccc(/C=N/NC(=O)c2ccc(Cn3cc([N+](=O)[O-])cn3)o2)cc1
  i	i	i	-10	i	i	0	-2	i	7	i
> CCN1CCN(C(=O)C(=O)c2cn(CC(=O)N3CCCCCC3)c3ccccc23)CC1
  i	i	i	-10	i	i	-3	3	i	-7	i
> COc1ccc(OC)c(Nc2nc(N(C)c3ccccc3)nc(N)c2[N+](=O)[O-])c1
  -8.1*	i	i	-4	i	i	0	-3	i	-1	i
> OCC[C@@H]1C[C@@H](O)[C@H](O)[C@]2(CCCO2)O1
  i	i	i	-3	i	i	0	2	i	3	i
> CCOC(=O)c1sc2ccc(S(=O)(=O)N3CC(C)CC(C)C3)cc2c1N (stereo not drawn)
  i	i	i	-13	i	i	nt	-1	i	0	i
> CCOC(=O)N1CCN(C(=O)c2ccc(OC)cc2)CC1
  i	i	i	-6	i	i	-3	0	i	0	i
> Cn1c(=O)cc(OCCCC(=O)NCc2ccccn2)c2ccccc21
  i	i	i	-12	i	i	-4	4	i	-4	i
> CC[n+]1ccc2cc(OC)c(OC)cc2c1Cc1ccc(OC)c(OC)c1
  i	i	i	-7	i	i	0	-2	i	-1	i
> CCC(CC)c1nnc(NC(=O)CCS(=O)(=O)Cc2ccccc2)s1
  i	i	i	-6	i	i	1	1	i	4	i
> CCOC(=O)N1CCN(C(=O)Nc2cccc(Cl)c2)CC1
  i	i	i	-7	i	i	3	0	i	-16	i
> Cn1c(N2CCOCC2)c(/C=N/OC(=O)c2cccnc2Cl)c2ccccc21
  i	i	i	-4	i	i	nt	2	i	16	i
> CCn1cc(CNC(=O)c2cccc([N+](=O)[O-])c2)cn1
  i	i	i	-1	i	i	-3	2	i	3	i
> CCC(NC(=O)NC1CCCCC1)c1ccccc1 (stereo not drawn)
  i	i	i	-5	i	i	2	-1	i	-3	i
> CCOc1ccc(C2C(C#N)=C(N)Oc3nc[nH]c(=O)c32)cc1OC (stereo not drawn)
  i	i	i	-2	i	i	0	3	i	-2	i
> Cc1nc(Cl)c(C(=O)NC(C)(C)C)c(C)c1Cl
  i	i	i	-8	i	i	0	5	i	-12	i
> O=C(O)c1cc(N2C(=O)C3CCCCC3C2=O)ccc1NCc1cccnc1 (stereo not drawn)
  i	i	i	-7	i	i	0	1	i	2	i
> CN1CCCN(C(=O)c2cc(-c3cccc4ccccc34)nc3ccccc23)CC1
  i	i	i	-7	i	i	0	-1	i	4	i
> O=C(CCn1c(=O)oc2ccccc21)NCCCN1CCCC1=O
  i	i	i	-6	i	i	-1	-2	i	1	i
> Cc1nc2ccc(C(=O)OCc3nnc(-c4ccccc4)o3)cc2nc1C
  i	i	i	-8	i	i	nt	0	i	1	i
> CCOc1ccc(Cc2noc3c2C(=O)CCC3)cc1OCC
  i	i	i	-2	i	i	0	-1	i	nt	i
> CC(c1ccccc1)n1cc(C(=O)NCc2ccncc2)nn1 (stereo not drawn)
  i	i	i	-1	i	i	0	-1	i	-1	i
> Cc1ccc(/C=N/Nc2ncnc3nc[nH]c23)cc1
  i	i	i	-9	i	i	41	-36	i	42	i
> CC(C)(C)N1CC(COc2ccccc2)OC1=O (stereo not drawn)
  i	i	i	-12	i	i	8	0	i	1	i
> O=C1c2ccccc2C(=O)N1CCOc1ccccc1
  i	i	i	-13	i	i	4	-1	i	-1	i
> COc1ccc(CCC(=O)OC(C)C(=O)c2ccc(C)cc2)cc1 (stereo not drawn)
  i	i	i	-4	i	i	-3	2	i	11	i
> O=C(c1cccc(Br)c1)N1CCN(C(=O)c2cccc(Br)c2)CC1
  i	i	i	-8	i	i	-3	5	i	-2	i
> Nc1nonc1-c1noc(-c2ccccc2)n1
  i	i	i	-6	i	i	3	3	i	4	i
> COc1ccc(CNC(=O)C2CC(c3cccc([N+](=O)[O-])c3)=NO2)cc1 (stereo not drawn)
  i	i	i	-9	i	i	-6	0	i	3	i
> CCCCNC1c2ccccc2C(=O)N1Cc1ccccc1 (stereo not drawn)
  i	i	i	-3	i	i	2	3	i	-3	i
> Cc1cccc(N2CCN(CC(=O)N(C)Cc3ccccc3)CC2C)c1 (stereo not drawn)
  i	i	i	-4	i	i	-3	2	i	8	i
> O=C(c1cc(-c2ccc(F)cc2)no1)N1CCN(Cc2ccc3c(c2)OCO3)CC1
  i	i	i	-1	i	i	-1	1	i	-4	i
> COc1cc(C(=O)c2ccccc2)c(OC)cc1C(=O)Nc1ccc(O)cc1
  i	i	i	-10	i	i	1	5	i	6	i
> Cc1ccc2nc(CSc3nnc(-c4ccncc4)n3C)cc(=O)n2c1
  i	i	i	-7	i	i	-3	-3	i	3	i
> S=c1[nH]c2cc(Br)cnc2[nH]1
  i	nt	i	-4	i	i	-1	0	i	4	i
> CCOc1ccc(N(CC(=O)NCC2CCCO2)S(=O)(=O)c2ccc(C)cc2)cc1 (stereo not drawn)
  i	i	i	-4	i	i	-1	0	i	-1	i
> O=C(Nc1cccc2ccccc12)c1ccc(F)cc1
  i	i	i	-3	i	i	0	3	i	-2	i
> CCOC(=O)C1CCN(C(=O)c2cc(S(=O)(=O)N3CCCCC3)ccc2C)CC1
  i	i	i	-10	i	i	-3	-3	i	-6	i

Carrying on:
The line under a structure holds: RGS4 pot	PolyA inh	RGS4 inh	hERG protect	KCNK9 block	KCNQ1 block	GSK3 alpha inh	GSK3B inh	KCNQ1 pot	Dyrk1A ADPGlo	KCNK3 block
> CN(C)CCCN(C(=O)c1ccc(N2C(=O)CCC2=O)cc1)c1nc2c(F)cccc2s1
  i	i	i	-8	i	i	-1	-2	i	7	i
> CCN1CCCC1CNC(=O)CCc1nnc(CCC2CCCCC2)o1 (stereo not drawn)
  i	i	i	-3	i	i	-1	0	i	2	i
> CCN1CCN(C(=O)/C=C/c2ccc3c(c2)OCO3)CC1
  i	i	i	-6	i	i	1	0	i	4	i
> Cc1ccc(C(=O)NNC(=O)CSc2nc(N)cc(N)n2)cc1
  i	i	i	-10	i	i	-2	2	i	-2	i
> Brc1cccc(-c2n[nH]c(-c3ccccc3)n2)c1
  i	i	i	-12	i	i	-3	3	i	7	i
> CN(C)CC#CCOC(c1ccccc1)c1ccccc1
  -8.9*	i	i	0	i	i	nt	1	i	-4	i
> CN(C(=S)Nc1ccc(Oc2ccccc2)cc1)C1CCCCC1
  i	i	i	-7	i	i	-4	2	i	1	i
> Cc1ccc(SCC(=O)NC2CCS(=O)(=O)C2)cc1 (stereo not drawn)
  i	i	i	-23	i	i	5	-3	i	5	i
> COC(=O)CSC1=C(C#N)C(c2ccc(Cl)cc2)C(C(=O)OC)C(=O)N1 (stereo not drawn)
  i	i	i	-3	i	i	7	1	i	3	i
> C=CCN(C(=O)Nc1ccc2oc(C)nc2c1)c1ccccc1
  i	i	i	-11	i	i	-2	-1	i	5	i
> COc1ccc(N2CCN(Cc3cc(=O)oc4ccc(C)cc34)CC2)cc1
  i	i	i	-5	i	i	2	-3	i	4	i
> CC(C)Cn1c(CN2CCN(C)C(CCO)C2)nc2ccccc21 (stereo not drawn)
  i	i	i	-3	i	i	-5	2	i	-1	i
> CCC1CC(C(=O)Nc2ccccc2)C(=O)O1 (stereo not drawn)
  i	i	i	-3	i	i	-3	2	i	-4	i
> CCOc1ccc(N2CC(C(=O)Nc3ccccc3C(=O)N3CCOCC3)CC2=O)cc1 (stereo not drawn)
  i	i	i	-7	i	i	-1	-1	i	6	i

Compound activity: PubChem, several laboratories
